TCR-CD3 inh = inhibitors of human TCR-CD3 interaction, primary screen, biochemical, fluorescence, TAMRA-labeled TCR probe; T-cell receptor (TCR); inhibition, % at 9.4 µM; 0.37% of 360,000 active; AID 651800, 2012; in the data active means inhibition above about 19%;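 further: recombinant mutant TCR 2C K166C tagged with TAMRA read by polarization; 0% = receptor in buffer alone and 100% = receptor with positive control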
MBD2 inh = inhibitors of MBD2 binding to methylated DNA, primary screen, biochemical, TR-FRET, DNA-binding domain, human. 0.31% of 370,000 active. MBD2 binding to methylated oligonucleotide. inhibition, % at 4.4 µM. Methyl-CpG-binding domain protein 2 (Homo sapiens), Q9UBB5; in the data active means inhibition above about 13%
GC-A act = GC-A stimulated cGMP production enhancers – HEK293 GC-A cells, cGMP TR-FRET, EC30 ANP, primary screen | 0% at EC30 ANP, 100% saturating ANP | activation, % at 10 µM | 0.14% of 370,000 active | AID 1671463, 2021; in the data active means activation above about 40%
UHRF1 binding = UHRF1 methylated DNA binding inhibitors, primary screen, counter-screen for MBD2 inhibitor project, biochemical, TR-FRET, human UHRF1, single concentration | E3 ubiquitin-protein ligase UHRF1 (Homo sapiens), Q96T88 | UHRF1 binding to methylated oligo | inhibition, % at 4.4 µM | 0.75% of 370,000 active; in the data active means inhibition above about 21%;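 further: UHRF1 SRA domain binding a hemimethylated CpG hairpin DNA probe; 0% = median of test compound wells and 100% = reference inhibitor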
ABHD4 inh = ABHD4 inhibitors, primary screen, biochemical, fluorescence polarization, mouse; 0.54% of 370,000 active; inhibition, % at 8.92 µM; AID 720543, 2013; purified mABHD4, FP-Rh probe fluorescence polarization;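 active means inhibition exceeding the mean over every tested compound plus 3 SD, cut at about 30% in these data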;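 further: 0% = plate median of compound wells and 100% = S159A mutant with DMSO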
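Test system: mABHD4 protein | Buffer or medium: HEPES pH 7.0 buffer, 150 mM NaCl, 0.01% Pluronic F-127 | Probe or stimulus: FP-Rh fluorescent activity-based probe, added after compound pre-incubation | Timing: Pre-incubation 45 min, probe exposure 60 min, at 25 °C | Technique: Fluorescence polarization, excitation 525 nm, emission 598 nm, BODIPY TMR filters | Repeats: Single well per compound (singlicate)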
SIAE inh = human SIAE inhibitors, primary screen, biochemical, fluorescence polarization, FP-Rh probe, 1536-well HTS; Sialate O-acetylesterase (Homo sapiens), Q9HAT2; SIAE FP-Rh probe binding; inhibition, % at 9.66 µM; 0.69% of 370,000 active; AID 1053197, 2014;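 active means inhibition above a cutoff: mean of compounds within the control limits plus 3 SD of those, cut at about 17% in these data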;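 further: 0% = plate median of compound wells and 100% = probe without SIAE protein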
HTRA1 inhibitor = HTRA1 serine protease inhibitors, primary screen, biochemical, fluorescence polarization, HTS | inhibition, % at 5.96 µM | recombinant HTRA1, FP-rhodamine activity-based probe | 0.5% of 340,000 active | AID 504803, 2011 | Q92743; in the data active means inhibition above about 36%;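 further: 0% = enzyme with DMSO and 100% = wells lacking enzyme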
PRMT1 inh = PRMT1 methyltransferase inhibitors, primary screen, biochemical, fluorescence polarization; Protein arginine N-methyltransferase 1 (Homo sapiens), Q99873; recombinant PRMT1, activity-based probe fluorescence polarization; inhibition, % at 2.79 µM; 1.3% of 370,000 active; AID 652257, 2013;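 active means inhibition above about 21% made by adding two undisclosed values, limit read from the data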
rCAG binder = binders of r(CAG) RNA repeats, primary screen, biochemical, fluorescence | AID 651821, 2012 | 1.3% of 370,000 active | inhibition, % at 3 µM | r(CAG) RNA repeat, TO-PRO-1 dye displacement fluorescence;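 active means inhibition above the plate cutoff, the mean of all test compounds on that plate plus 3 SD, cut at about 35% in these data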;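 further: 0% = DMSO alone and 100% = 100 µM mitoxantrone as full dye displacement; higher means more dye released from RNA so lower well fluorescence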
GC-B act = human GC-B receptor activators, primary screen, HEK293 GC-B cells, cGMP TR-FRET, EC30 CNP; activation, % at 10 µM; 0% at EC30 CNP, 100% saturating CNP; 0.11% of 370,000 active; AID 1920062, 2024;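 active means activation at 10 µM reaching about 35% in either raw or pattern-adjusted values, limit read from the data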
Target sequence (P20594 whole entry, looked up): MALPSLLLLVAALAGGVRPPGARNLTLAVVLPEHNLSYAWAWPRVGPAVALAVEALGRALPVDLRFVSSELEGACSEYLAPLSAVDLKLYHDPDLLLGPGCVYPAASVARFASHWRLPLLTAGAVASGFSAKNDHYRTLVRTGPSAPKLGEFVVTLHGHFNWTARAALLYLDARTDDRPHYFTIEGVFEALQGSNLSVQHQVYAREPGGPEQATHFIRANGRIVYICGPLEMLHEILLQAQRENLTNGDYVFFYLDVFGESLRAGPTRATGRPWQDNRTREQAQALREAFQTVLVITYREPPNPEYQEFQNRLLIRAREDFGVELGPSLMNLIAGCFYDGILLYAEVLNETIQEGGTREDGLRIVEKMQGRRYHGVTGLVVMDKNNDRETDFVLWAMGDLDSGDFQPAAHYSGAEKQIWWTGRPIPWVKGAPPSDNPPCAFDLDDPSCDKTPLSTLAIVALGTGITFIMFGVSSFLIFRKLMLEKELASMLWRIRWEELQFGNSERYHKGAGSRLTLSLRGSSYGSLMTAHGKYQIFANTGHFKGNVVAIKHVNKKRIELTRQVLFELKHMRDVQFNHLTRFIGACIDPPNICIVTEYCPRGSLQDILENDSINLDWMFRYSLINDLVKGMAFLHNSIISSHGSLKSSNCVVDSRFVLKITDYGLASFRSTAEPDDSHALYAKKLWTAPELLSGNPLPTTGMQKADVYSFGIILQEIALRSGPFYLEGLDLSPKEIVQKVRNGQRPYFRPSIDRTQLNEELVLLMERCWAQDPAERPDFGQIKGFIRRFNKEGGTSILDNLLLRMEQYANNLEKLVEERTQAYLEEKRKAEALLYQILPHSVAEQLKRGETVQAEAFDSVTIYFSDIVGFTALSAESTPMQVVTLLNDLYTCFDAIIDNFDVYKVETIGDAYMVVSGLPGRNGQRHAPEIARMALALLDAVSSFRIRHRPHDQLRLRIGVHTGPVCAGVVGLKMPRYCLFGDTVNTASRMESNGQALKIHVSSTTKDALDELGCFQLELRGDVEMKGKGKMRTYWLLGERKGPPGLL
Active calls of the source: *; nt = no result given. Some of the compounds tested. The share of hits here may be higher or lower than overall.

SMILES	TCR-CD3 inh	MBD2 inh	GC-A act	UHRF1 binding	ABHD4 inh	SIAE inh	HTRA1 inhibitor	PRMT1 inh	rCAG binder	GC-B act
O=C(O)C1C2C=CC(C2)C1C(=O)NCCc1ccccc1 (stereo unspecified)	-1	1	2	-1	2	0	-4	-2	-1	5
CC(=O)c1ccc(OC(=O)c2ccc(-n3nc(C)cc3C)cc2)cc1	10	2	1	0	-2	1	-6	-2	-7	9
O=C1Nc2c(Cl)cccc2C1=O	-3	-11	-5	-5	0	-1	nt	6	2	-3
O=C(NNS(=O)(=O)c1ccc([N+](=O)[O-])cc1)c1ccccc1	5	4	3	-3	-2	5	0	-2	0	-2
Clc1ccc(C[n+]2cc(-c3ccccc3)n3c2CCC3)cc1	-2	-1	2	3	4	2	6	-4	-2	2
COC(=O)[C@H](CC(C)C)N1Cc2nnn(CC3CCCCC3)c2-c2ccccc2S1(=O)=O	nt	-2	1	-3	5	-3	nt	1	3	4
Cc1cccc(C)c1NC(=O)Cn1cnc2c(=O)n(C)c(=O)n(C)c21	5	-3	-1	3	-5	2	1	0	3	3
O=C(Nc1cccc(-n2cnnn2)c1)C1CCCN(C(=O)Cc2cccc(Cl)c2)C1 (stereo unspecified)	5	2	-4	-2	-3	-1	-25	-1	5	-7
COc1ccccc1N/C(=N/S(=O)(=O)c1ccc(C)cc1)c1ccc(Cl)cc1	0	1	-19	-1	1	0	-16	-2	-1	-5
CCC(C)n1c(SCC(=O)NC2CCS(=O)(=O)C2)nc2ccccc2c1=O (stereo unspecified)	0	2	-1	-2	-3	5	-1	-1	-3	0
CCOC(=O)c1nnn(-c2nonc2N)c1-c1ccc(Cl)cc1	5	-4	-11	0	2	-5	0	-4	-3	-5
CC(Sc1nnc2ccccn12)C(=O)NCc1ccc2c(c1)OCO2 (stereo unspecified)	0	-3	-3	3	4	-2	6	4	1	0
CCN(CC)S(=O)(=O)c1ccc(OC)c(NC(=O)c2ccc(-n3cncn3)c([N+](=O)[O-])c2)c1	13	1	-5	0	1	2	-1	1	5	-8
CC(=O)Nc1ccc(S(=O)(=O)Nc2nc3ccccc3nc2Nc2cccc(S(N)(=O)=O)c2)cc1	-5	1	1	5	1	-2	-5	3	52*	2
COc1ccc(-n2c(C)c([N+](=O)[O-])c3ccc(O)c(CN4CCCCC4)c32)cc1	2	-5	-16	1	-10	5	-13	1	2	-12
CCOC(=O)N1CCN(C(=O)c2c(-c3ccccc3Cl)noc2C)CC1	-8	0	1	4	0	1	1	-1	-4	-7
CC(OC(=O)CC1CCCC1)C(=O)Nc1ccc(Cl)cn1 (stereo unspecified)	-5	3	1	4	-12	2	5	6	-13	-2
O=C(NC(=S)NNC(=O)c1ccccc1O)c1cccnc1	29*	5	1	5	12	1	49*	3	-2	3
CCOc1ccc(Cc2nnc(SCC(=O)c3ccc(OC)cc3)o2)cc1	4	-4	0	1	1	-2	-3	-1	-4	-5
O=C(O)COc1ccccc1/C=N/NC(=O)COc1ccc(-c2ccccc2)cc1	4	-1	0	-1	-9	-14	-14	6	66*	0
CC1(C(=O)Nc2cccc(OC(F)(F)F)c2)Cc2c(-c3ccc(C(N)=O)cc3)ccnc2O1 (stereo unspecified)	4	7	-21	1	-10	-20	nt	0	1	-13
CNC[C@H]1Oc2c(NC(=O)c3ccc(-c4nccs4)cc3)cccc2C(=O)N([C@@H](C)CO)C[C@@H]1C	-5	0	-1	3	-2	-4	3	1	-2	-3
COC(=O)c1cc(=O)n(C2CC2)c(=NC2CC2)s1	5	-1	4	1	0	-5	-3	1	-2	0
CC(=O)NC(C)c1nc2ccccc2n1C(C)C (stereo unspecified)	2	4	0	-3	-22	-4	1	0	1	2
Cn1ccc(C(=O)Oc2ccc(C(=O)Nc3ccc(F)cc3F)cc2)n1	0	-4	1	-2	4	0	-1	-2	-1	0
The list continues.
SMILES	TCR-CD3 inh	MBD2 inh	GC-A act	UHRF1 binding	ABHD4 inh	SIAE inh	HTRA1 inhibitor	PRMT1 inh	rCAG binder	GC-B act
Cc1nnc(-c2cnn(C)c2N)n1Cc1ccccc1	-4	-3	3	4	1	6	-18	2	-2	1
Cc1c(Br)c([N+](=O)[O-])nn1CC(=O)Nc1sc2c(c1C(=O)OC(C)C)CCCC2	10	-3	-15	-1	1	7	0	1	-1	-12
Cc1cccc(-n2ncc3c2CCCC3NC(=O)C2CCOCC2)c1C (stereo unspecified)	6	3	2	1	-2	-4	2	-5	-8	5
CNC(=S)NC1(C)CCS(=O)(=O)C1 (stereo unspecified)	-6	-8	-1	-3	1	-1	nt	-3	-2	3
CC(Sc1cccc[n+]1[O-])C(=O)Nc1cc(Cl)c(Cl)cc1Cl (stereo unspecified)	-6	8	-11	3	7	2	2	0	4	-1
CCOc1ccc(Br)cc1C(=S)N1CCCC1	9	3	-6	-3	7	7	-7	-2	-4	0
CC(=O)c1cccc(NC(=O)N2C3CCC2CC(NC(=O)Nc2ccccc2)C3)c1 (stereo unspecified)	6	1	3	-3	0	2	-4	-1	0	-5
CC(C)NS(=O)(=O)c1ccc(OCC(=O)NCCC2=CCCCC2)cc1	-2	-1	-1	0	-2	3	-4	0	0	-2
CCS(=O)(=O)N1CCC(NC(C)=O)(c2ccccc2)CC1	-4	4	-5	-2	3	-3	-1	-2	-3	-1
CN(C(=O)C1CCCCC1)C1(C)CCS(=O)(=O)C1 (stereo unspecified)	6	3	1	-2	9	7	0	1	1	3
CCOC(=O)C1=CC[C@@H](c2ccccc2)C(C#N)(C#N)[C@H]1/C=C/c1ccccc1	3	3	-9	0	-13	-9	nt	-1	6	-14
CCOc1ccccc1C(=O)NC1CC2CCCC(C1)N2C1CC1 (stereo unspecified)	1	4	1	2	2	-5	5	1	-3	0
COc1ccc(CC(=O)N2CC(C)CC(C)C2)cc1OC (stereo unspecified)	-7	2	9	1	1	1	5	0	3	2
O=C1CC(C(=O)Nc2ncccn2)C(c2ccccc2)O1 (stereo unspecified)	-6	-3	-2	2	-1	0	3	1	-2	1
Cc1ccccc1OCCOc1cccc(/C=N/NC(=O)Cc2nnc(N)s2)c1	0	-1	-4	-4	-5	-4	-26	4	9	-7
CSCCC(NC(=O)c1ccc([N+](=O)[O-])cc1Cl)C(=O)OCC(=O)NC(=O)CN1CCCC1=O (stereo unspecified)	-2	-5	1	0	0	2	1	-3	2	-1
Cn1cccc1C1Nc2ccccc2NC2=C1C(=O)CC(C)(C)C2 (stereo unspecified)	-4	-8	1	-6	11	9	5	18	5	3
COc1ccc(NC(=O)C2Cc3c(-c4cccc(C(C)=O)c4)ccnc3O2)cn1 (stereo unspecified)	4	-5	-3	-1	-3	-1	nt	3	-1	0
COc1ccc(-c2noc(Cn3cc(S(=O)(=O)N4CCCC4)ccc3=O)n2)cc1	3	4	0	14	-2	-2	4	0	6	4
O=C(N/N=C\c1cccnc1)c1ccc(Cl)s1	1	-5	-6	-5	0	4	-6	-2	1	-10
Nc1ccc2nc(CCc3ccccc3)[nH]c2c1	0	3	-5	-1	12	2	14	0	2	3
O=C(NC1CCCCCC1)C1CCN(S(=O)(=O)N2CCC3(CC2)OCCO3)CC1	3	2	2	1	-1	-2	-3	0	-6	4
CCC(C)(C)NC(=O)/C=C/c1ccccc1[N+](=O)[O-]	-1	-1	2	-2	-6	1	-1	-4	-3	-4
COc1cc(/C=N/NC(N)=S)ccc1OC(=O)c1ccc(C)cc1	2	0	1	-1	5	15	-8	3	0	4
COCCCNC(=S)NC1CC2CCCC(C1)N2Cc1ccco1 (stereo unspecified)	0	-7	1	-3	4	5	3	0	-1	-3
Later entries:
SMILES	TCR-CD3 inh	MBD2 inh	GC-A act	UHRF1 binding	ABHD4 inh	SIAE inh	HTRA1 inhibitor	PRMT1 inh	rCAG binder	GC-B act
Cc1ccc(S(=O)(=O)N(C)C[C@@H]2Oc3ncc(C#CCC(C)C)cc3C(=O)N([C@H](C)CO)C[C@H]2C)cc1	-2	8	3	23*	-1	-6	-27	1	5	0
COC(=O)C1=C(C)NC(=O)/C1=C\c1cc(C)n(-c2ccc(F)cc2)c1C	-4	0	-1	6	2	11	3	7	13	0
CCOc1ccc(N2CC(C(=O)Nc3cccc(S(=O)(=O)N4CCCC4)c3)CC2=O)cc1 (stereo unspecified)	-5	-2	-2	3	-5	7	-4	-4	4	-2
CC(C)CN(C(=O)COC(=O)C12CC3CC(CC(O)(C3)C1)C2)C1CCS(=O)(=O)C1 (stereo unspecified)	-7	3	1	3	-1	11	-2	-1	-7	8
CC(CNC(=O)Cn1cnc2c(NCc3ccccc3)ncnc21)c1ccccc1 (stereo unspecified)	-7	1	3	2	0	-4	7	0	-2	-1
O=C(c1cc(-c2ccccc2O)on1)N1CCc2ccccc2C1	1	-2	0	0	-11	7	-19	-5	8	1
Cc1cc(NC(=O)c2ccccc2)ccc1NC(=O)Cc1ccccc1	7	-8	3	1	0	-4	-14	0	-3	1
COc1ccc(NC(=O)C2CCC(CNc3c(N4CCOCC4)c(=O)c3=O)CC2)cc1Cl (stereo unspecified)	-6	8	-7	3	-12	1	3	7	3	1
Cc1ccc(C(=O)NCc2ccc3c(c2)OCO3)cc1S(=O)(=O)N1CCOCC1	9	1	-1	2	-6	4	-1	-1	-2	4
COc1ccc(Br)cc1S(=O)(=O)n1ccnc1	-1	3	0	1	7	-5	-1	2	3	0
CC1CCN(CCCn2c(=S)[nH]c3c(sc4ccc([N+](=O)[O-])cc43)c2=O)CC1	2	-6	1	-2	10	3	8	2	11	0
COc1ccccc1CNC(=O)CCc1ccccc1	6	0	3	1	-4	-6	-2	-6	0	-3
Cc1[nH]c2ccccc2c1C(=O)COC(=O)c1ccc[n+]([O-])c1	-4	4	2	-2	1	-1	-3	-2	4	-2
CN(C)CCCNC(=O)c1cc(C(=O)Cc2ccc(Cl)cc2)c[nH]1	4	5	4	1	1	-2	5	1	-5	3
COc1ccc(C(=O)CSc2nnc(COc3ccccc3)n2Cc2ccco2)cc1	-1	3	-14	1	-10	-8	-34	4	-1	-10
Cc1ccc(NC(=O)OCCN2CCN(Cc3ccccc3)CCC2=O)cc1C	-1	4	-1	0	2	4	-12	0	-6	-7
COc1ccccc1N1C(C)=CC(=C(C#N)c2nc3ccccc3s2)C=C1C	-1	0	-2	2	-5	2	-4	1	6	-5

One compound at a time (already shown). Order of screens: TCR-CD3 inh	MBD2 inh	GC-A act	UHRF1 binding	ABHD4 inh	SIAE inh	HTRA1 inhibitor	PRMT1 inh	rCAG binder	GC-B act
`CCOc1ccc(N2CC(C(=O)Nc3cccc(S(=O)(=O)N4CCCC4)c3)CC2=O)cc1` (stereo unspecified) reads -5	-2	-2	3	-5	7	-4	-4	4	-2
`O=C(c1cc(-c2ccccc2O)on1)N1CCc2ccccc2C1` reads 1	-2	0	0	-11	7	-19	-5	8	1

From PubChem BioAssay
